From PubChem BioAssay
PhoP GFP inhibition = Inhibition of PhoP regulon, Salmonella typhi GFP reporter cells, confirmation, 4 h (AID 1850); Salmonella Typhi PhoP-promoter GFP reporter, fluorescence, 4 h; higher % means a stronger effect; inhibition, % at 50 µM; hits with a dose series show IC50 in µM; actives 0.33% (n = 310,000); in the data active = a potency from the dose series; inconclusive = inhibition mostly from about 25% at the one dose, without a potency; inactive = the rest, 99 in 100 with inhibition below about 19%;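 also: 0% = induced wells with vehicle and 100% = uninduced wells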
tuberculosis growth = growth inhibition of non-replicating M. tuberculosis (AID 488890); Mycobacterium tuberculosis non-replicating, growth inhibition; higher % means a stronger effect; inhibition, % at 25 µM, or IC50 in µM where a hit was titrated; actives 0.39% (n = 320,000); in the data active = a potency from the dose series; inconclusive = inhibition mostly from about 82% at the one dose, without a potency; inactive = the rest, 99 in 100 with inhibition below about 76%;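 also: plate controls were DMSO cells for no effect and high antibiotic wells for full effect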
M. tuberculosis HTS = M. tuberculosis growth inhibition, HTS (AID 449762) | actives 0.59% (n = 330,000) | M. tuberculosis H37Rv growth inhibition, 7H9 media; higher % means a stronger effect | one-dose inhibition, % at 25 µM; IC50 in µM for titrated hits; in the data active = a potency from the dose series; inconclusive = inhibition above about 70% without an active follow-up result;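 also: bacterial growth assessed after seven days of incubation; strong numbers were not always called active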
inhibitors of VEEV = inhibitors of VEEV TC-83 cytopathic effect, confirmation, Vero cells (AID 588727) | Vero cells, VEEV TC-83 cytopathic effect inhibition; higher % means a stronger effect | actives 0.13% (n = 350,000) | one-dose inhibition, % at 20 µM; IC50 in µM for titrated hits; in the data active = a potency from the dose series; inconclusive = inhibition mostly from about 14% at the one dose, without a potency; inactive = the rest, 99 in 100 with inhibition below about 12%; also: strong numbers were not always called active
H1N1 NS1A inhibition = H1N1 influenza NS1A inhibitors, functional cell based assay (AID 504329); NS1A functional cell-based assay, percent inhibition; higher % means a stronger effect; actives 0.3% (n = 340,000); inhibition, % at 12.5 µM; hits with a dose series show IC50 in µM; in the data active = a potency from the dose series; inconclusive = inhibition above about 27% without an active follow-up result; also: strong numbers were not always called active
inhibitors of VEEV 10K pilot screen = second read-out of inhibitors of VEEV, no call of its own (marks repeat the call); inhibition, %; measured here: 10K pilot screen inhibition
Starred values were filed as active, the others as inactive; i = inactive; ? = inconclusive; . = not tested or not shown. Outcome played no part in choosing rows, and some 1.5% of all compounds hit somewhere here.

SMILES	PhoP GFP inhibition	tuberculosis growth	M. tuberculosis HTS	inhibitors of VEEV	H1N1 NS1A inhibition	others
C[C@H](CO)N1C[C@H](C)[C@@H](CN(C)S(=O)(=O)c2ccc(F)cc2)Oc2c(NC(=O)Nc3ccc4c(c3)OCO4)cccc2C1=O	.	30.4%	-2.0%	9.0%	8.0%
C=CCn1c(C)cc(C(=O)COC(=O)c2cncc(Br)c2)c1C	.	?	?	7.6%	-7.0%
O=C(Oc1ccc2ccc(=O)oc2c1)c1ccco1	-3.2%	11.9%	-8.7%	i	-3.6%
O=C(O)C1NCCc2ccccc21 (configuration not stated)	6.0%	14.2%	-2.6%	0.4%	-11.9%
Cc1ccc(C)c(S(=O)(=O)N2CCCCC2CCNC(=O)C(=O)NCc2ccco2)c1 (configuration not stated)	8.9%	17.9%	10.0%	8.9%	-5.7%
O=C(CSC1=NS(=O)(=O)c2ccccc2N1)N1CCCCC1	1.4%	-11.7%	-4.1%	1.3%	-4.8%
CC#CCCCC(=O)Nc1ccc(C(=O)O)cc1	-0.5%	-2.0%	-6.0%	2.9%	-21.3%	inhibitors of VEEV 10K pilot screen=0.0
O=C(NNC(=O)c1ccccc1OCc1ccccc1)c1ccccc1O	-4.6%	0.3%	10.4%	8.2%	-7.3%
Cc1cc(C)nc(NC(=S)Nc2cccc(F)c2)c1	5.2%	41.9%	28.3%	0.5%	-23.2%
COCCCn1c(=O)c2sccc2n(Cc2cc(C(=O)OC)ccc2OC)c1=O	-4.0%	7.3%	-4.2%	0.7%	-7.4%
COC(=O)[C@]1(Cc2ccccc2)N[C@H](CN(C)C(=O)c2ccc(C(C)(C)C)cc2)[C@@H]2C(=O)N(Cc3ccccc3)C(=O)[C@@H]21	.	9.3%	2.6%	i	-28.1%
Cc1nc(SCc2cccnc2)[nH]c(=O)c1C	-7.7%	-8.7%	0.1%	2.8%	0.5%
O=C(Nc1ccc(Cl)c(Cl)c1)Nc1cc(C(=O)N2CCOCC2)ccc1N1CCCCC1	-3.6%	-0.2%	-10.1%	2.8%	21.9%
CCNc1nc(SCC(=O)Nc2ccc(Cl)c(Cl)c2)nc(N2CCOCC2)n1	6.5%	7.3%	-0.1%	1.1%	1.9%
CS(=O)(=O)NCc1nnc(SCc2c(F)cccc2Cl)o1	15.3%	-2.9%	0.4%	2.4%	4.7%
COc1ccc(NS(=O)(=O)c2cc(S(C)(=O)=O)ccc2C)cc1	-7.5%	-19.1%	-1.6%	1.0%	4.4%
CCn1nc(C)c(NC(=O)CC23CC4CC(CC(C4)C2)C3)c1C	7.2%	-17.9%	14.5%	0.3%	-4.7%
Cc1nc2ccc(F)cc2cc1C(=O)Nc1ccc(Cl)c(Cl)c1	-6.8%	-4.9%	-7.0%	1.7%	-7.6%
Cc1nc2ccccn2c1/C(O)=C1\C(=O)C(=O)N(CCN(C)C)C1c1ccco1 (configuration not stated)	0.3%	-9.6%	-5.0%	0.4%	-12.6%
O=C(CNC(=O)c1ccc2c(c1)OCO2)Nc1ncccc1O	-3.8%	-2.5%	-1.4%	0.6%	-11.5%
CCOC(=O)C1C(=O)NC(c2ccccc2)=NC1c1ccc(Br)cc1 (configuration not stated)	-12.4%	-19.6%	3.6%	0.3%	-2.8%	inhibitors of VEEV 10K pilot screen=1.0
Cc1ccc(CNC(=O)c2cc(-c3cc(C)cc(C)c3O)n[nH]2)cc1	0.1%	-18.7%	0.0%	4.9%	8.0%
COC(=O)C(C(=O)OC)C(CC(=O)c1ccc(Br)cc1)c1ccccc1 (configuration not stated)	.	.	.	5.7%	-0.6%
CC(C)(C)S(=O)(=O)c1ccsc1C(=O)O	-3.0%	4.0%	0.3%	i	-6.7%
CCCN(CC(=O)Nc1cccc(Br)c1)CC(=O)Nc1ccc(F)c(F)c1F	-4.9%	18.9%	5.7%	2.9%	-7.3%

Ordered by count of non-hydrogen atoms (descending): 4 of the compounds above.
SMILES	PhoP GFP inhibition	tuberculosis growth	M. tuberculosis HTS	inhibitors of VEEV	H1N1 NS1A inhibition	others
O=C(Nc1ccc(Cl)c(Cl)c1)Nc1cc(C(=O)N2CCOCC2)ccc1N1CCCCC1	-3.6%	-0.2%	-10.1%	2.8%	21.9%
O=C(NNC(=O)c1ccccc1OCc1ccccc1)c1ccccc1O	-4.6%	0.3%	10.4%	8.2%	-7.3%
O=C(CNC(=O)c1ccc2c(c1)OCO2)Nc1ncccc1O	-3.8%	-2.5%	-1.4%	0.6%	-11.5%
CS(=O)(=O)NCc1nnc(SCc2c(F)cccc2Cl)o1	15.3%	-2.9%	0.4%	2.4%	4.7%

Back to the main list, starting 2 compounds before the break.
SMILES	PhoP GFP inhibition	tuberculosis growth	M. tuberculosis HTS	inhibitors of VEEV	H1N1 NS1A inhibition	others
CC(C)(C)S(=O)(=O)c1ccsc1C(=O)O	-3.0%	4.0%	0.3%	i	-6.7%
CCCN(CC(=O)Nc1cccc(Br)c1)CC(=O)Nc1ccc(F)c(F)c1F	-4.9%	18.9%	5.7%	2.9%	-7.3%
Cc1ccc(C(=O)CSc2nc3cccnc3n2C)cc1	2.3%	23.2%	-3.1%	3.3%	5.9%
CC(C)(C)N(CC#CCC(O)(c1ccccc1)c1ccccc1)CCO	1.0%	-13.9%	-10.5%	i	3.3%
C=C(C)C(=O)NC1=NN(c2ccccc2)C(=O)C1	-2.8%	-15.2%	0.3%	2.9%	9.0%
COc1ccc(CCNC(=O)CCC(=O)c2cccs2)cc1OC	2.6%	12.6%	3.0%	1.6%	-5.2%
CC1=NN(C(=O)c2cccc(Cn3nc(C)c([N+](=O)[O-])c3C)c2)C(O)(C(F)(F)F)C1 (configuration not stated)	0.2%	76.4%	-3.6%	1.7%	-3.2%
N#Cc1ccc(OCC(=O)NCC2(N3CCCCC3)CCCCC2)cc1	-3.6%	6.9%	-1.4%	i	-5.9%
COc1ccc(/C=N/NC(=O)c2ccc(COc3cccc4cccnc34)cc2)cc1O	15.4%	9.4%	-0.9%	9.7%	-6.5%
CC(C)Oc1ccc(C(=O)N/N=C/c2ccc(-c3ccc(S(=O)(=O)Nc4ncccn4)cc3)o2)cc1	8.5%	46.0%	19.2µM*	1.6%	-2.9%
Cc1ccc(C(CCN(Cc2ccccc2)C(=O)c2ccco2)c2ccco2)cc1 (configuration not stated)	-6.6%	23.7%	4.3%	0.8%	12.0%
CCC[N+]1(CC#CC2(O)CCCCC2)CCOCC1	5.2%	1.4%	3.6%	0.7%	-14.0%
Nc1c(C(=O)NCc2cccs2)nnn1CC(=O)Nc1cccc(Cl)c1	-5.3%	-4.7%	-2.2%	1.8%	-1.8%
COc1ccc(-c2nc3ccccc3c(=O)o2)cc1OC	3.1%	?	58.4%	8.3%	3.7%
Cc1cc2cccc(C)c2nc1SCC(=O)NNC(=O)c1ccco1	5.5%	6.7%	-4.4%	0.5%	-4.0%
COc1ccc(C2CC(=O)Oc3c(C(C)C)ccc(C)c32)cc1 (configuration not stated)	.	.	.	0.8%	6.8%
COc1cc(CCC(=O)N2CCN(c3ccccc3)CC2)cc(OC)c1OC	4.7%	-7.7%	0.3%	0.1%	9.4%
CC(C#N)CCC#N (configuration not stated)	.	-1.5%	1.7%	0.8%	-15.5%
Cc1ccc(C(=O)Nc2nnc(CC(=O)N/N=C/c3ccc(O)c(O)c3)s2)cc1	-14.8%	-0.6%	-6.1%	1.1%	-12.1%
CC(=O)N(C(C)=O)S(=O)(=O)c1ccc(N=NN2CCCCC2)cc1	-3.0%	-17.3%	0.2%	0.2%	-0.4%
CN1CCN(CCC(=O)Nc2ccccc2Cl)CC1	-17.4%	4.2%	-12.3%	0.4%	7.2%
CCOc1ncccc1C(=O)Nc1nnc(C2CC2)s1	-20.2%	12.2%	5.0%	1.4%	-4.5%
COc1ccc(/C=N/NC(=O)CC(=O)NCCc2ccccc2)cc1OC	1.0%	-5.2%	-0.7%	2.6%	4.7%
Cc1ccc2[nH]c3nc(SCCN4CCOCC4)nnc3c2c1	5.9%	7.1%	-5.8%	i	-2.4%
N/C(=N\OC(=O)c1ccccc1[N+](=O)[O-])c1cccnc1	5.4%	7.2%	0.8%	4.5%	-5.6%
Cc1cc(C(=O)Cn2c(CO)nc3ccccc32)c(C)n1C	-2.5%	16.7%	7.8%	1.0%	-7.1%
COc1ccccc1N=Nc1c(C)[nH]n(-c2ccccc2)c1=O	-6.2%	21.2%	6.2%	2.5%	3.5%
Going on with the list.
SMILES	PhoP GFP inhibition	tuberculosis growth	M. tuberculosis HTS	inhibitors of VEEV	H1N1 NS1A inhibition	others
Cn1c(CCNC(=O)C2CCCCC2)nc2cc([N+](=O)[O-])ccc21	0.0%	-6.6%	-5.2%	i	0.8%
CCN(CC)c1ccc(NC(=O)c2cnccn2)cc1S(=O)(=O)Nc1ccc(OC)cc1	-5.1%	24.2%	-3.5%	3.0%	-1.4%
COc1ccc([N+](=O)[O-])cc1NC(=O)C1CCCNC1=O (configuration not stated)	-12.2%	-12.2%	2.0%	1.4%	5.1%
O=C(Nc1nc2ccccc2n1CCN1CCOCC1)c1ccc(Cn2cc([N+](=O)[O-])cn2)o1	-4.1%	-4.9%	-2.6%	4.3%	13.6%
Cc1[nH]n(-c2ccc([N+](=O)[O-])cc2)c(=O)c1C=NCCN1CCN(C(=O)c2ccc(Br)cc2)CC1	-3.6%	11.5%	3.0%	1.9%	-11.7%
O=C(COC(=O)c1ccc2ccccc2c1O)NCC(F)(F)F	12.0%	12.3%	-13.0%	i	-6.3%
O=C(CSc1nc(-c2ccc(F)cc2)cc(C(F)(F)F)n1)NCc1cccs1	-13.3%	0.7%	-1.7%	0.9%	6.9%
COc1ccc(C(=O)NC(=S)Nc2ccc(N3CCCC3)cc2)cc1	-1.5%	?	26.4%	0.9%	14.6%
O=C(C1CCN(c2ncnc3c2sc2cccc(F)c23)CC1)N1CCOCC1	.	.	-7.4%	5.8%	-5.5%
COc1ccc2nc(C)c3cc(C)oc3c2c1	4.2%	?	12.4%	0.2%	-2.6%
CCS(=O)(=O)N1CCC(C(=O)NCCC2=CCCCC2)CC1	-6.0%	4.9%	-8.1%	0.4%	-1.4%
CCCOc1ccc(C2/C(=C(/O)c3ccccc3)C(=O)C(=O)N2CCCN(C)C)cc1OC (configuration not stated)	-1.6%	3.6%	-1.6%	0.0%	8.8%
Cc1ccc(COC(=O)c2cc(S(=O)(=O)N3CCCCC3)ccc2N2CCOCC2)cc1	2.9%	2.2%	-3.6%	2.0%	-4.9%
CN(C)C(=O)c1ccc(NC(=O)COC(=O)c2cc(S(=O)(=O)N(C)C)ccc2N2CCCC2)cc1	-0.6%	16.5%	-6.8%	3.3%	-2.7%
CCN(CC)S(=O)(=O)c1ccc(N(C)Cc2cccnc2)nc1	8.3%	-3.1%	1.6%	0.7%	-2.9%
Cc1nc2cc(NC(=O)Nc3cccc([N+](=O)[O-])c3)ccc2n1C	12.2%	-16.1%	0.7%	1.4%	-3.4%
CC1(C(=O)NCCCNc2ncc(C(F)(F)F)cc2Cl)C=CCN1C(=O)c1ccccc1 (configuration not stated)	-11.5%	14.0%	1.7%	0.3%	-19.8%
COC(=O)CSC1=C(C#N)C(c2cccc(F)c2)CC(=O)N1 (configuration not stated)	-4.6%	3.8%	2.2%	1.2%	1.8%
COc1ccc(CN2CCN(C(=O)c3ccc4c(c3)CCC4)CC2)cc1OC	.	8.7%	3.8%	2.5%	-0.8%
Cc1oc(/N=C/c2ccc(Cl)cc2Cl)c(C#N)c1C	.	.	.	1.7%	2.8%
COC(=O)Nc1nnc(/C=C/c2ccc(OC)cc2)s1	-6.8%	29.1%	4.4%	1.5%	3.5%
COc1ccccc1CN1CCN(Cc2nc(Cc3ccccc3)no2)CC1	-1.0%	4.3%	-2.1%	i	-4.3%
Cc1ccsc1C(=O)OCC(=O)NC1CCCCC1C (configuration not stated)	.	21.8%	-1.7%	1.4%	-13.0%
COc1ccc2oc(C(=O)OCC(=O)NC3CC3)c(C)c2c1	9.2%	10.0%	19.3%	0.4%	-15.3%
Cc1ccc(Cn2c(=O)n(CCC(=O)NCc3ccc4c(c3)OCO4)c(=O)c3ccccc32)cc1	-5.2%	-3.1%	-3.6%	0.7%	-2.5%
Fc1ccc(CSc2nnc(-c3cccnc3)o2)cc1	-10.9%	?	45.6%	i	-6.9%
O=C(Cn1cnc2ccccc2c1=O)c1c[nH]c2ccccc12	4.4%	9.7%	-2.8%	3.8%	-0.7%
O=C(COC(=O)CNS(=O)(=O)c1ccc(F)c(F)c1F)NC1CCCC1	5.6%	-16.1%	2.1%	0.5%	-5.2%
CC1=C[C@@H]2c3cccc4[nH]cc(c34)C[C@H]2N(C)C1	-8.7%	8.4%	-4.2%	1.7%	24.4%
CC(C)c1ccc(CN2CCN(C(=O)CCl)CC2)cc1	.	.	.	?	7.6%
